# From PubChem BioAssay
# Vif-APOBEC3G blk = blocks the Vif interaction with human APOBEC3G. Q9HC16. HeLa A3G-eYFP + Vif (tagged APOBEC3G with the HIV-1 protein that degrades it), YFP fluorescence, overnight. Potency, µM (highest dose often 46.1 µM), without a hit: top-dose activity, negative = active, actives largely listed as inhibitors. hit rate 0.076% among 410,000;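 note: potency is the fitted concentration of half-maximal effect; % is set by controls: 0 for no effect and ±100 for the full control effect; nearly all actives have a fitted effect of over 60% in size; hits raise eYFP signal because A3G escapes Vif-driven loss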
#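 Read-out is eYFP fluorescence (Ex 488/Em 500-530) from Vif-expressing HeLa A3G-eYFP cells; more signal means A3G escaped Vif-mediated degradation. Cells plated overnight, compound pinned in, incubated overnight at 37 deg C.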
# D1 potentiator = human D1 dopamine receptor positive modulation; P21728; HEK293 TREx D1 cells, calcium flux, dopamine EC20 potentiation; potentiation, % at 10 µM; hit rate 0.036% among 360,000; AID 504651; in the data active = potentiation above about 30%; note: 0% is about no effect
# Target sequence (P21728 whole entry, looked up): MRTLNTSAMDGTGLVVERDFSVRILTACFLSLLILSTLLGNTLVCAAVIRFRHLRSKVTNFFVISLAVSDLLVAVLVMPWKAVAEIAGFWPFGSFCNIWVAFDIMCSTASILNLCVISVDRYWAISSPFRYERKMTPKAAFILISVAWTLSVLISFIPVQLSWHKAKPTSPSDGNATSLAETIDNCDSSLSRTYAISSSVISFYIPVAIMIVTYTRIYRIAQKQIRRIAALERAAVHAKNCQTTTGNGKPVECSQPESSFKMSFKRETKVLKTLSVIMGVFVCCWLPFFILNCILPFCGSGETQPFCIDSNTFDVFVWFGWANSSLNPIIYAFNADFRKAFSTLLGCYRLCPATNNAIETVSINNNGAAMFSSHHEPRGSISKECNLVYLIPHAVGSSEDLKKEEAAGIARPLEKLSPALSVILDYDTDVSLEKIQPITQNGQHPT
# Vif-A3F inh = Vif-A3F binding inhibition; HeLa A3F-eYFP + Vif (tagged APOBEC3F with the HIV-1 protein that degrades it), YFP fluorescence increase; Potency, µM (titrated, usually from 46.1 µM), for inactives: at the top dose activity, negative = active; hit rate 0.2% among 390,000; note: potency is the fitted concentration of half-maximal effect; % of control where 0% means no effect; nearly all actives have a fitted effect of over 65% in size
#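 Fluorescence increase (Ex 488/Em 500-530) after overnight compound treatment at 37 deg C flags inhibition of Vif-driven A3F-eYFP loss in stable HeLa A3F-eYFP/Vif cells seeded overnight beforehand.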
# GRP78 ERSR act = ER stress response induction in glioma | Potency, µM, for inactives: top-dose activation, usual class: activators | U87-MG GRP78 promoter luciferase reporter, 16 h | hit rate 0.02% among 420,000 | AID 602332; note: potency is the fitted concentration of half-maximal effect; series mostly up to about 76 µM; % of control where 0% means no effect; nearly all actives have a fitted effect of over 35% in size
#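 Stably transfected U87-MG glioma cells carrying a GRP78-based luciferase sensor; 16 h compound incubation. Luminescence end-point read 10 min after Bright-Glo addition at room temperature.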
# RXFP1 agonist = activates the human relaxin receptor RXFP1. Potency, µM (titrated, usually from 57.5 µM), without a hit: at the top dose activation, usual class: activators. hit rate 0.3% among 370,000. Q9HBX9. HEK293T-RXFP1 cAMP TR-FRET, 30 min; response scale: percent of porcine relaxin response, buffer zero; note: potency is the fitted concentration of half-maximal effect; % is set by controls: 0 for no effect and ±100 for the full control effect; nearly all actives have a fitted effect of over 60% in size; many of its hits are not listed in these tables
#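 HEK293T cells stably expressing RXFP1 were pretreated with the PDE4 inhibitor Ro 20174, exposed to compounds for 30 min at 37C, lysed, and cAMP was read by TR-FRET. Data normalized to buffer (basal) and 29 nM porcine relaxin (100%).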
# D2 potentiator = positively modulates the human D2 dopamine receptor allosterically | HEK293 T-REx D2, calcium flux, EC20 dopamine potentiation | AID 485347 | potentiation, % at 10 µM | hit rate 0.34% among 340,000 | P14416;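 active = potentiation over 3 SD above the plate norm, cut at about 30% in these data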; note: 0% is about no effect
# Target sequence (P14416 whole entry, looked up): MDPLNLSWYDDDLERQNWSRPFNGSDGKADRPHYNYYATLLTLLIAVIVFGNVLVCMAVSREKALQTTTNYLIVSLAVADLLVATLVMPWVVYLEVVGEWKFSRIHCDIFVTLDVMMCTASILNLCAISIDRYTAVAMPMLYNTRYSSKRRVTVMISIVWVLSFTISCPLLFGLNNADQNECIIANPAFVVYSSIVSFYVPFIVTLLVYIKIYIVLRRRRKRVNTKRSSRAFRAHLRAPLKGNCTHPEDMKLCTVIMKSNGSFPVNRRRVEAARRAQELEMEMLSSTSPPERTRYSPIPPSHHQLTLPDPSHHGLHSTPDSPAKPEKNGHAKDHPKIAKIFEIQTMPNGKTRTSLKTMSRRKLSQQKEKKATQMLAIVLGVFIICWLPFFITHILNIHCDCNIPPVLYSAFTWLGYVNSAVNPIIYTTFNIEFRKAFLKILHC
#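 Cells plated with tetracycline inducer and held overnight at 30 C; calcium dye loaded 30–90 min at room temperature; baseline taken, compound added and read 180 s; EC20 dopamine then added and read 180 s.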
# D1 antagonist = blocks dopamine activation of the human D1 receptor; P21728; HEK293 TREx D1 cells, calcium flux, dopamine EC80; hits give low values; activity change, negative = inhibition, % at 10 µM; hit rate 3.2% among 360,000; AID 504652; in the data active = activity change below about -30%; note: % is set by controls: 0 for no effect and ±100 for the full control effect
#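 Inducible Hek293 Trex D1 cells (tetracycline, overnight, 30 C). Calcium dye 30–90 min RT. Antagonist mode: EC80 dopamine added after 180 s compound read.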
# RXFP1 antag = antagonists of human relaxin receptor RXFP1; Q9HBX9; HEK293-RXFP1, relaxin-stimulated cAMP HTRF, 30 min; hits give low values; activity change, negative = inhibition, % at 57.5 µM; hit rate 0.59% among 350,000; AID 1259400;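 active = activity change of -60% or lower, but not beyond a set lower limit; inconclusive = change between -60% and -40%, or beyond the set limit; inactive = change above -40%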; note: % is set by controls: 0 for no effect and ±100 for the full control effect
# D1 agonist = agonists of human D1 dopamine receptor; AID 504660; HEK293 T-REx D1 cells, calcium flux, agonist mode; P21728; hit rate 1% among 360,000; activation, % at 2 µM; in the data active = activation above about 30%; note: 0% is about no effect
#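 Tetracycline-induced HEK293 TREx D1 cells, force-coupled to calcium signalling, were dye-loaded with a no-wash calcium kit. Compound was pin-added after a 10 s baseline. Fluorescence was read kinetically at 1 cycle/s for 180 s, with calcium rises flagged as agonism.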
# The depositor's hits bear a star; ? = inconclusive; · = not tested or not shown. Unless noted, calls come from the whole dose curve; as a rule, active = well fitted curve in the direction sought with a large enough effect; inconclusive = small, poorly fitted or top-dose-only effect, or another doubt; inactive = no such curve, though single readings can be large; an effect the other way counts as inactive or inconclusive.
# The line under a structure holds: Vif-APOBEC3G blk	D1 potentiator	Vif-A3F inh	GRP78 ERSR act	RXFP1 agonist	D2 potentiator	D1 antagonist	RXFP1 antag	D1 agonist
> C/C(=N\NC(=S)NCc1ccccc1)c1ccc(C(C)(C)C)cc1
→ 1%	-5	-8%	12%	1.5%	-8	11	1	0
> COc1ccc(N(C)S(=O)(=O)c2cccc(C(=O)NC3CCCC(C)C3C)c2)cc1 (centres undefined)
→ 0%	-1	-4%	-5%	1.9%	5	-6	-12	1
> CCOc1ccccc1CNC(=O)CN1C(=O)c2cccnc2Oc2ccc(C)cc21
→ -1%	0	0%	-2%	-1.2%	7	9	-10	0
> CCS(=O)(=O)c1ncc(N(Cc2ccco2)Cc2sccc2C)c(C(=O)Nc2cc(C)ccc2C)n1
→ 3%	-1	1%	-4%	2.2%	0	33	-17	19
> CC(C)(C)c1ccc(C(=O)c2c[nH]c(C(=O)NCc3cccnc3)c2)cc1
→ 2%	-3	3%	-1%	1.8%	-5	-22	-14	5
> Cc1ccc(C)c(C(=O)N2CCN(c3ncccn3)CC2)c1
→ -8%	-1	-2%	2%	-0.9%	11	0	5	-2
> CCOC(=O)C1=C(COC(=O)COc2ccc(OCC)cc2)NC(=O)NC1C (centres undefined)
→ 0%	-1	-5%	-4%	0.4%	-5	-8	-9	1
> O=C(Nc1cccc(S(=O)(=O)N2CCCCC2)c1)c1ccc([N+](=O)[O-])o1
→ -25%	-7	1%	-14%	2.3%	0	-9	14	6
> Cn1c(N)c(S(=O)(=O)N2CCCC2)c(=O)n(C)c1=O
→ -7%	0	5%	10%	0.5%	1	3	9	0
> COC(=O)c1ccc(CSc2nnc(Nc3ccc(OC)cc3)s2)o1
→ -1%	-2	4%	?	0.5%	-7	-30*	8	-1
> Cc1nnc(SCC(=O)Nc2cccc(C(F)(F)F)c2)[nH]c1=O
→ -1%	-3	0%	-1%	-0.8%	-5	-1	-8	4
> CCN1CCN(S(=O)(=O)c2ccc(Cl)c(C(=O)NC3CCC(C)CC3)c2)CC1 (centres undefined)
→ 0%	-10	-4%	0%	1.8%	8	8	6	1
> COc1ccc([C@H]2C[C@H](O)[C@@H](n3cc(COC(=O)c4ccccc4)nn3)CN2C(=O)C2CCCCC2)cc1
→ 4%	·	2%	-3%	·	·	·	0	·
> COCC(C)NC(=O)C1CC(=O)N(CCc2ccc(F)cc2)C1 (centres undefined)
→ 0%	·	2%	-6%	·	·	·	-4	·
> CC(=O)N1CCN(S(=O)(=O)c2ccc(S(=O)(=O)NC3CC3)cc2)CC1
→ -1%	-4	-2%	-3%	0.5%	7	4	-22	2
> CS(=O)(=O)c1ccc(C(=O)NNC(=O)c2cccs2)cc1
→ 1%	·	0%	0%	·	·	·	2	·
> CCc1cccc2c(C(=O)COC(=O)c3nccnc3N)c[nH]c12
→ -10%	-4	-15%	8%	-0.7%	7	-10	-12	0
> CSCCC(NS(=O)(=O)c1ccc(C)cc1)C(=O)N1CCCC1 (centres undefined)
→ 6%	3	-16%	-2%	-1.2%	-2	11	-7	0
> O=C(Cn1ccc(C(F)(F)F)n1)N/N=C/c1ccc(N2CCOCC2)cc1
→ 1%	3	1%	5%	-0.2%	8	11	-8	2
> O=C(/C=C/c1cc(Br)ccc1O)c1ccco1
→ ?	5	1%	-17%	0.6%	8	-2	?	3
> COc1ccc(CNC(=O)COC(=O)[C@@H]2CCCN2C(=O)c2cccs2)cc1
→ 1%	·	-5%	-4%	·	·	·	-15	·
> CCc1nnc(NC(=O)CSc2nnc(-c3ccc(S(=O)(=O)N(CC)CC)cc3)n2CC)s1
→ -6%	2	6%	-6%	0.1%	-7	-10	-5	-1
> CC(Sc1nnc(-c2ccccc2F)n1C1CC1)C(=O)NCc1ccco1 (centres undefined)
→ 3%	3	-2%	-3%	0.7%	17	5	-12	0
> CCN1CCN(C(=O)C2CC(c3ccc(F)cc3)=NO2)CC1 (centres undefined)
→ -4%	-6	-8%	-1%	0.5%	-4	-3	-4	4
> COc1cc(NC(=O)c2cccnc2)c(OC)cc1NC(=O)c1ccc(Br)cc1
→ 4%	-2	8%	-4%	-0.7%	2	0	-8	2
> O=C(Nc1ccc2oc(-c3cccnc3)nc2c1)c1ccc(-c2ccccc2)o1
→ -8%	0	8%	-4%	1.1%	1	2	?	-1
> Cn1c(CSCc2ccc(Cl)cc2)nnc1SCC(=O)Nc1nccs1
→ 6%	-9	-5%	2%	-0.3%	7	-49*	8	19
> O=C(NCCCn1ccnc1)c1cc(C2CC2)on1
→ 1%	2	3%	-5%	1.6%	2	6	·	-3
> CCn1cc(C(=O)NCCOC)c(=O)c2ccc(C)nc21
→ -4%	3	2%	-2%	0.3%	0	-6	8	2
> Cc1ccccc1OCc1nc2c3c(ncn2n1)-c1ccccc1CC31CCCC1
→ -6%	-8	0%	-2%	2.3%	0	-8	-3	3
> CC1CCN(c2ccc3c(c2)S(=O)(=O)c2cccc(C(=O)NCc4cccc(F)c4)c2C3=O)CC1
→ 20µM*	-4	?	-4%	2.6%	-9	13	·	188*
> O=C(NCCc1ccc(Cl)cc1)c1nnc(Cc2ccc(F)cc2)o1
→ -3%	-2	3%	-2%	4.5%	0	-14	-5	5
> CC(=O)c1ccc(NC(=S)Nc2cccc(S(=O)(=O)Nc3c(C)n(C)n(-c4ccccc4)c3=O)c2)cc1
→ -5%	1	7%	-3%	1.1%	·	1	-14	3
> COc1cccc(NC(=O)CSc2nnc(Cc3cccs3)n2-c2ccc(C)cc2)c1
→ 3%	15	-24%	-4%	2.1%	-9	20	-2	15
> CCOC(=O)c1ccc(S(=O)(=O)N2CCN(C(C)=O)CC2)cc1
→ -5%	-4	-14%	-4%	1.9%	13	0	-10	-2
> Cc1ccc(Cl)cc1N1CCN(C(=O)c2ccc(NS(=O)(=O)c3c(C)noc3C)cc2)CC1
→ -3%	-2	-22%	-7%	3.0%	2	-3	8	2
> Cc1cc(C(=O)CSc2nn3c(=O)c(C(C)(C)C)nnc3s2)c(C)n1C
→ -6%	10	-3%	0%	12%	2	6	-1	2
> COc1ccc(C2N=C(N)N=C(N)N2c2ccccc2)cc1OC (centres undefined)
→ 0%	-15	-2%	0%	1.2%	6	-45*	4	1
> CCc1nnc(SCC(=O)Nc2ccc(F)cc2)o1
→ -1%	-3	5%	-2%	-0.8%	-11	4	-4	1
> O=C(N/N=C/c1ccc(N2CCOCC2)s1)c1ccccc1Br
→ -1%	-5	0%	-1%	-2.0%	0	-12	-4	4
> CC(C)(C)c1ccc(COc2ccsc2C(=O)O)cc1
→ -5%	-6	-13%	12%	0.7%	1	-3	-3	0
> Cc1ccc(S(=O)(=O)/N=C2/C=C(Sc3ncn[nH]3)C(=O)c3ccccc32)c(C)c1
→ ·	2	·	·	3.9%	8	17	·	0
> O=C(Nc1ccc2c(c1)OCO2)C1CCN(C(=O)c2ccc(Br)cc2)CC1
→ 0%	-8	4%	3%	2.4%	-5	-15	-15	0
> CCCNC(=O)NC(=O)COC(=O)c1cccc(NS(=O)(=O)c2ccc(F)c(F)c2)c1
→ -1%	0	3%	0%	-1.6%	7	-3	·	8
> CCN(Cc1ccccc1)Cc1c(F)cccc1F
→ 2%	-3	-1%	-5%	0.3%	-6	-3	2	1
> Cc1ccc(CNC(=O)c2nnn(CC(=O)Nc3cccc(C)c3C)c2N)cc1
→ 0%	-2	-3%	2%	-1.6%	-9	4	-8	5
> O=C(CSc1nccc(=O)[nH]1)NCc1ccco1
→ 1%	-1	3%	-7%	0.2%	-3	9	1	1
> C(=N\n1cnnc1)/c1cn(-c2cccs2)nc1-c1ccccc1
→ 3%	-6	-7%	0%	1.9%	13	-1	-2	4
> COc1ccc(S(=O)(=O)n2cnc3cc(C)c(C)cc32)cc1C
→ 2%	-2	-1%	-3%	-0.7%	4	0	-16	5
> COc1ccc(NC(=O)CC2SC(=Nc3ccccc3)NC2=O)cc1 (centres undefined)
→ -6%	-2	-3%	-5%	0.7%	4	5	-3	1
> CC1=C(C(=O)OC(C)C)C(c2c(O)ccc3ccccc23)NC(=O)N1 (centres undefined)
→ -2%	·	0%	-4%	0.2%	-1	24	·	1
> Cc1cc(C(=O)N2CCN(S(=O)(=O)c3ccccc3)CC2)c(C)o1
→ 1%	-7	-17%	-5%	0.1%	-14	-4	2	1
> CCCOc1cccc(C(=O)NC(=S)Nc2ccc(N3CCN(C)CC3)cc2)c1
→ 2%	-10	-21%	-6%	-0.1%	0	15	-3	4
> CCOC(=O)C1(Cc2ccc(Cl)cc2)CCN(C(=O)c2ccoc2)CC1
→ 5%	3	0%	-1%	1.0%	-2	-7	4	0
> O=[N+]([O-])c1cn(-c2nc(-c3ccco3)cc(C(F)(F)F)n2)cn1
→ -7%	-1	6%	-4%	-2.1%	7	·	-2	62*
> COc1cc2cc(CNc3ccc(C)cc3)c(=O)n(CC(=O)Nc3ccc(F)cc3F)c2cc1OC
→ -1%	-2	?	6%	21%	-10	1	-6	7
> COc1ccc(CNC(=O)c2ccc(CN3C(=O)C(C)=C(c4ccc(C)cc4)S3(=O)=O)cc2)cc1
→ 2%	-4	3%	-4%	-0.3%	-2	-3	-25	9
> CC(C)[C@H](NC(N)=O)C(=O)Nc1ccc(F)c(Cl)c1
→ 12%	1	-14%	-3%	0.4%	12	-5	-19	5
> N/C(=N\N=C\c1cccc([N+](=O)[O-])c1)c1nonc1N
→ 0%	0	8%	?	-2.3%	10	-16	8	1
> Cc1nc2c(C)cccn2c(=O)c1NC(=O)c1cccs1
→ -1%	0	-7%	-2%	0.0%	13	9	-38	2
> CCOC(=O)C1=C(c2ccccc2)NC(=O)NC1c1ccc(OC)cc1OC (centres undefined)
→ 0%	-2	-2%	-5%	0.6%	7	7	-7	2
> COc1cc(-c2nnc(-c3cc(OC)c(OC)c(OC)c3)o2)cc(OC)c1OC
→ 1%	-2	-3%	-1%	2.9%	-4	16	-8	1
> Cc1cccc(NC(=O)CNC(=O)c2ccco2)n1
→ -1%	1	8%	-1%	-0.1%	12	8	8	2

# This is a subset; the hit share may differ from the screen's.
